High-throughput results (PubChem)
BLM helicase inh: inhibitors of human Bloom syndrome helicase BLM. P54132. recombinant BLM DNA unwinding, fluorescence dequenching. Potency, µM (highest dose often 56.1 µM), without a hit: top-dose activity change, negative = inhibition, hits mostly inhibitors. 350,000 tested, 0.2% active. AID 2528;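 also: plate controls were vehicle for no effect and no enzyme for full effect; nearly all actives have a fitted effect of over 35% in size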
BAZ2B inh: BAZ2B (human) inhibition; Q9UIF8; AlphaScreen BAZ2B-H3K14Ac peptide displacement; Potency, µM (doses to about 114 µM), for inactives: top-dose activity change, negative = inhibition, actives largely listed as inhibitors; 360,000 tested, 4.4% active; AID 504333; also: % is scaled to controls: 0 for no effect and ±100 for the full control effect; nearly all actives have a fitted effect of over 60% in size
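AlphaScreen luminescence quantifies BAZ2B engagement of H3K14Ac peptide; the protein and biotinylated peptide are both at 50 nM final, buffer PBS pH 7.4 with 0.01% Tween-20, all steps at room temperature.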
APE1 inh: inhibitors of human APE1 endonuclease; 350,000 tested, 0.35% active; P27695; Potency, µM (titrated, usually from 65.8 µM), for inactives: at the highest dose activity change, negative = inhibition, most hits filed as inhibitors; recombinant APE1, TAMRA/BHQ-2 abasic DNA cleavage fluorescence;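 also: plate controls were vehicle for no effect and reference inhibitor for full effect; nearly all actives have a fitted effect of over 55% in size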
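Endonuclease cleavage of a quenched abasic-site DNA duplex (50 nM) by APE1 (0.75 nM) was tracked by TAMRA dequenching. Compounds were preincubated with enzyme 15 min at room temperature; data normalized to buffer-only and DMSO wells plus NSC13755 control.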
POLH inh: DNA polymerase eta (human) inhibition; Q9Y253; recombinant Pol eta, fluorescent DNA replication assay; Potency, µM (titrated, usually from 114 µM), for the others: top-dose activity change, negative = inhibition, most hits filed as inhibitors; 390,000 tested, 1.2% active; also: % is scaled to controls: 0 for no effect and ±100 for the full control effect
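Fluorescent replication assay: 50 nM final substrate added after a 15 min room-temperature compound preincubation with 10 nM enzyme. Signal taken at 0 min and again at 10 min.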
Pol iota inh: DNA polymerase iota (human) inhibition. 390,000 tested, 1% active. Potency, µM (top dose mostly 115 µM), for inactives: at the highest dose activity, negative = inhibition, usual class: inhibitors. Q9UNA4. Pol iota fluorescent replication assay, 10 min
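Fluorescent replication assay read twice, at 0 min and 10 min after adding 50 nM (final) substrate. Enzyme (10 nM) and compounds were first incubated 15 min at room temperature; enzyme-free buffer wells were negative controls.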
POLB inh: inhibitors of human DNA polymerase beta | P06746 | Pol beta primer extension/strand displacement, fluorescence kinetic | Potency, µM (top dose mostly 114 µM), without a hit: top-dose activity change, negative = inhibition, usual class: inhibitors | 340,000 tested, 1.3% active | AID 485314; also: % is scaled to controls: 0 for no effect and ±100 for the full control effect
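Homogeneous kinetic assay of primer extension and strand displacement by 10 nM Pol beta, preincubated 15 min at room temperature with compound before 50 nM substrate (final) was added. Read at 0 and 10 min; four-parameter Hill fit.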
POLK inh: blocks human DNA polymerase kappa activity; Q9UBT6; purified Pol kappa, fluorescent DNA synthesis assay, 10 min; Potency, µM (doses to about 107 µM), for inactives: at the top dose activity, negative = inhibition, most hits filed as inhibitors; 400,000 tested, 0.53% active; AID 588579; also: % is scaled to controls: 0 for no effect and ±100 for the full control effect
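Pol kappa 10 nM + cpd, 15 min RT; start w/ substrate 50 nM final; fluorescence kinetic read, 0 and 10 min. Neg ctrl: buffer, no enzyme.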
Anesthetic bind: candidate novel general anesthetic via apoferritin binding; P02791; apoferritin/1-aminoanthracene competitive binding, fluorescence; Potency, µM (doses to about 77.5 µM), for the others: at the top dose activity change, negative = displacement, hits mostly inhibitors; 350,000 tested, 0.074% active; also: % is scaled to controls: 0 for no effect and ±100 for the full control effect; nearly all actives have a fitted effect of over 20% in size
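Concentration-response curves derived by four-parameter Hill fitting of normalized fluorescence, where compounds displaced 1-AMA from 10 uM horse apoferritin following a brief 10 min room-temperature incubation; propofol titration acted as positive control.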
G9a inh: G9a (human) methyltransferase inhibition; G9a H3K9 monomethylation, AlphaScreen, 2 h; Potency, µM (highest dose often 102 µM), without a hit: at the top dose activity, negative = inhibition, usual class: inhibitors; 350,000 tested, 8.8% active; AID 504332; also: % is scaled to controls: 0 for no effect and ±100 for the full control effect; nearly all actives have a fitted effect of over 75% in size
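Step 1: enzyme (final 20 nM) with compound, 15 min RT. Step 2: substrate peptide 500 nM and SAM 20 uM, 2 h RT. Step 3: anti-H3K9me1 antibody and AlphaScreen beads, 10 min, then plate read.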
Active calls of the source: *; u = inconclusive; x = no result given; [ ] = another dose, or the depositor's remark. Calls follow the shape of the dose curve; as a rule, active = well fitted curve in the direction sought with a large enough effect; inconclusive = small, poorly fitted or top-dose-only effect, or another doubt; inactive = no such curve, though single readings can be large; an effect the other way counts as inactive or inconclusive. Potency is read from the fitted curve at half-maximal effect. Not all compounds are listed, so the mix of outcomes need not match the whole.

1: COC(=O)c1c(-c2ccc3ccccc3c2)csc1NC(=O)Cc1ccc(OC)c(OC)c1
2: CCC(=NC(CC)CO)C1=C(O)CC(C)(C)CC1=O (stereo unspecified)
3: Cn1cccc1/C=N/n1cnnc1
4: C#CCSc1nnc(-c2ccc([N+](=O)[O-])cc2)o1
5: Cc1ccc(NC(=O)C(Cc2ccccc2)NS(=O)(=O)c2ccc3c(c2)oc(=O)n3C)cc1F (stereo unspecified)
6: Cc1cnc(NC(=O)c2c(O)c3cccc4c3n(c2=O)CCC4)s1
7: O=C(COc1ccc2ccccc2c1)N1CCN(C(=O)c2ccc([N+](=O)[O-])cc2)CC1
8: CC(=O)N1N=C(C)CC1c1ccc(OCc2ccccc2)cc1 (stereo unspecified)

assay / compound,1,2,3,4,5,6,7,8
BLM helicase inh,-6%,-4%,1%,-1%,-6%,2%,-2%,0%
BAZ2B inh,-35%,1%,79µM*,-31%,-16%,2%,u,8%
APE1 inh,-8%,-1%,0%,0%,x,-3%,-4%,0%
POLH inh,-7%,-4%,0%,-12%,-7%,x,-12%,-10%
Pol iota inh,u,-5%,-16%,16%,9%,x,101%[activator],1%
POLB inh,-6%,0%,-23%,2%,-1%,16%,2%,4%
POLK inh,-11%,-23%,-5%,2%,-14%,x,0%,-5%
Anesthetic bind,-4%,-16%,-6%,-13%,-8%,-8%,-20%,0%
G9a inh,u,u,u,50µM*,0%[59 µM],4%,-9%,-4%[59 µM]

9: O=c1sc2ccccc2n1COc1ccccc1
10: CC(C)(C)c1ccc(C(=O)N2CCN(C(=O)c3ccco3)CC2)cc1
11: CCNC(=O)c1ccc2c(c1)S(=O)(=O)c1ccccc1C2=O
12: CCCNC(=O)COc1coc(CN2CCN(c3ccc(F)cc3)CC2)cc1=O
13: Cc1cc(Br)ccc1NC(=O)c1ccccc1-c1ccccc1
14: COc1cc2nc(C)sc2cc1SC
15: O=S(=O)(Nc1cccc(-c2nc3cccnc3s2)c1)c1ccc2c(c1)OCCO2
16: O=C(Nc1ccc(Cl)cn1)c1ccc(COCC(F)(F)C(F)F)o1

assay / compound,9,10,11,12,13,14,15,16
BLM helicase inh,-2%,-1%,-4%,2%,-3%,-8%,-3%,-3%
BAZ2B inh,58%[activator],-13%,-4%,-2%,21%,29%,-6%,7%
APE1 inh,-1%,19%,17%,9%,-2%,0%,u,-5%
POLH inh,-10%,-20%,-14%,-1%,-12%,-12%,2%,-10%
Pol iota inh,-17%,27%,9%,23%,5%,20%,-5%,3%
POLB inh,37%,-1%,37%,3%,8%[57.1 µM],-6%,u,-7%
POLK inh,-2%,-2%,-6%,-2%,0%,-20%,7%,-14%
Anesthetic bind,u,-11%,-13%,-3%,0%,-11%,7%,-5%
G9a inh,193%[activator],33%,u,24%,11%,20%[59 µM],u,17%[59 µM]

17: O=C(COc1ccc2ccccc2c1Br)Nc1ncn[nH]1
18: CO/N=C(/C(=O)N[C@@H]1C(=O)N2C(C(=O)O)=C(COC(N)=O)CS[C@H]12)c1ccco1
19: C=CC[C@@H](CC(=O)N[C@@H](CO)Cc1ccccc1)C(=O)N[C@H](COC(=O)[C@H](CC=C)CC(=O)OC(C)(C)C)Cc1ccccc1
20: CCN(Cc1ccccc1)C(=O)Cn1c(=O)n(CC(=O)NCc2ccco2)c(=O)c2sccc21
21: C=CCN1C(=O)C2(C(C#N)=C(N)Oc3n[nH]c(CCC)c32)c2ccccc21 (stereo unspecified)
22: CCOC(=O)c1cc(S(=O)(=O)N2CCN(c3cccc(OC)c3)CC2)[nH]n1
23: CCOC(=O)C(C(=O)N1CCOCC1)C1CCCCC1 (stereo unspecified)
24: CCn1ccc2c(OCC(=O)NCc3ccccc3)cccc2c1=O

assay / compound,17,18,19,20,21,22,23,24
BLM helicase inh,0%,-6%,x,-2%,2%,-4%,-1%,1%
BAZ2B inh,-1%,x,x,7%,14%,u,-2%,-5%
APE1 inh,1%,-4%,9%,0%,11%,x,22%,x
POLH inh,-12%,x,-15%,-3%,5%,u,-6%,-15%
Pol iota inh,-9%,x,39%,-2%,20%,-5%,-17%,34%[activator]
POLB inh,9%,x,x,40%,4%,-20%,1%,4%
POLK inh,-10%,u,6%,2%,-6%,-3%[60.1 µM],-8%,-5%[60.1 µM]
Anesthetic bind,-8%,x,x,-9%,-9%,-6%,-5%,-8%
G9a inh,15%,-2%[59 µM],x,-12%[2.33 µM],-36%[12.7 µM],u,26%[12.7 µM],4%[59 µM]

Exported with values under each structure: 7 of the compounds above.
Every second line gives: BLM helicase inh, BAZ2B inh, APE1 inh, POLH inh, Pol iota inh, POLB inh, POLK inh, Anesthetic bind, G9a inh
15: O=S(=O)(Nc1cccc(-c2nc3cccnc3s2)c1)c1ccc2c(c1)OCCO2
→ -3%, -6%, u, 2%, -5%, u, 7%, 7%, u
16: O=C(Nc1ccc(Cl)cn1)c1ccc(COCC(F)(F)C(F)F)o1
→ -3%, 7%, -5%, -10%, 3%, -7%, -14%, -5%, 17%[59 µM]
17: O=C(COc1ccc2ccccc2c1Br)Nc1ncn[nH]1
→ 0%, -1%, 1%, -12%, -9%, 9%, -10%, -8%, 15%
18: CO/N=C(/C(=O)N[C@@H]1C(=O)N2C(C(=O)O)=C(COC(N)=O)CS[C@H]12)c1ccco1
→ -6%, x, -4%, x, x, x, u, x, -2%[59 µM]
19: C=CC[C@@H](CC(=O)N[C@@H](CO)Cc1ccccc1)C(=O)N[C@H](COC(=O)[C@H](CC=C)CC(=O)OC(C)(C)C)Cc1ccccc1
→ x, x, 9%, -15%, 39%, x, 6%, x, x
20: CCN(Cc1ccccc1)C(=O)Cn1c(=O)n(CC(=O)NCc2ccco2)c(=O)c2sccc21
→ -2%, 7%, 0%, -3%, -2%, 40%, 2%, -9%, -12%[2.33 µM]
21: C=CCN1C(=O)C2(C(C#N)=C(N)Oc3n[nH]c(CCC)c32)c2ccccc21 (stereo unspecified)
→ 2%, 14%, 11%, 5%, 20%, 4%, -6%, -9%, -36%[12.7 µM]

The list continues:
25: CCCn1c(SCC(=O)N2N=C3/C(=C/c4ccc(OC)cc4)CCCC3C2c2ccc(OC)cc2)n[nH]c1=O (stereo unspecified)
26: CCC(=O)N1N=C(c2cccs2)CC1c1ccco1 (stereo unspecified)
27: CCOC(=O)CN(C(=O)CSc1nnc2c(n1)[nH]c1ccc(F)cc12)c1ccccc1
28: Cc1nnsc1C(=O)Nc1ccc(S(=O)(=O)N2CCCCC2)cc1
29: COC(=O)c1ccc(NC(=O)c2cc(S(=O)(=O)N3CCC(C)CC3)cn2C)cc1
30: C=CCn1c(SCC(=O)c2ccc(NS(=O)(=O)c3ccccc3)cc2)nnc1-c1cccs1
31: CC(C)C(=O)Nc1ccc(NC(=S)NC(=O)c2ccc([N+](=O)[O-])cc2)cc1
32: CCN(CC)c1ccc(CNc2nnnn2C)cc1

assay / compound,25,26,27,28,29,30,31,32
BLM helicase inh,-6%,0%,0%,-2%,2%,-1%,-3%,1%
BAZ2B inh,u,-28%,u,-7%[57.1 µM],4%,-8%,-3%,u
APE1 inh,-7%,1%,-5%,-1%,x,-2%,3%,18%
POLH inh,-27%,6%,4%,0%,-2%,-21%,-10%,-7%
Pol iota inh,16%,5%,4%,24%,-14%,u,-12%,17%
POLB inh,8%,88%,14%,-2%,-1%,-3%,31%,29%
POLK inh,-8%,-18%,-3%,-14%,-9%[60.1 µM],-8%,2%,1%
Anesthetic bind,40%[activator],-4%,u,-4%,-6%,-18%,-14%,-2%
G9a inh,u,-37%,8%[12.7 µM],21%,4%[59 µM],u,22%[0.501 µM],32µM*

An excerpt from above in order of molar mass, lowest first:
26: CCC(=O)N1N=C(c2cccs2)CC1c1ccco1 (stereo unspecified)
30: C=CCn1c(SCC(=O)c2ccc(NS(=O)(=O)c3ccccc3)cc2)nnc1-c1cccs1
25: CCCn1c(SCC(=O)N2N=C3/C(=C/c4ccc(OC)cc4)CCCC3C2c2ccc(OC)cc2)n[nH]c1=O (stereo unspecified)

assay / compound,26,30,25
BLM helicase inh,0%,-1%,-6%
BAZ2B inh,-28%,-8%,u
APE1 inh,1%,-2%,-7%
POLH inh,6%,-21%,-27%
Pol iota inh,5%,u,16%
POLB inh,88%,-3%,8%
POLK inh,-18%,-8%,-8%
Anesthetic bind,-4%,-18%,40%[activator]
G9a inh,-37%,u,u

More records
33: COc1cccc(Cn2c(=O)c(-c3ccc(F)cc3)nc3cncnc32)c1
34: Cc1[nH]c2ccccc2c1C(=O)Cn1c(=O)oc2ccccc21
35: COCCN(C(=O)CSc1nnc(-c2cccc(OC)c2)n1C)c1c(N)n(Cc2ccccc2)c(=O)[nH]c1=O
36: Cc1cc(C)c(C#N)c(Oc2ccccc2Br)n1
37: NS(=O)(=O)c1ccc(NC(=O)c2cc(Cl)sc2Cl)cc1
38: CCOc1ccc(CNC(=O)c2ccc3c(c2)sc2nc(-c4ccc(OC)cc4)cn23)cc1
39: Cc1ccc2nc(-c3ccccc3)c(CN3CCSCC3)n2c1
40: CCOC(=O)N1CCN(C(=O)CSC2=NS(=O)(=O)c3cc(Cl)ccc3N2)CC1
41: CC/C(=N\NC(=O)CSCc1ccccc1Br)c1ccc2c(c1)OCCO2
42: O=C(NNC(=S)NCc1ccco1)c1ccc(S(=O)(=O)N2CCOCC2)cc1

assay / compound,33,34,35,36,37,38,39,40,41,42
BLM helicase inh,-8%,-4%,0%,-4%,0%,-7%,-4%,x,-3%,4%
BAZ2B inh,x,-5%,-1%,7%,-14%,-23%,u,-4%,0%,u
APE1 inh,-1%,2%,7%,-5%,6%,x,-6%,5%,u,13%
POLH inh,x,-6%,x,u,0%,-12%,-19%,4%,-1%,-20%
Pol iota inh,x,-1%,x,25%,16%,1%,68%[activator],58%[activator],2%,76%[activator]
POLB inh,x,-25%,8%,-2%,-11%,-2%,-28%,x,4%,39%
POLK inh,-2%[60.1 µM],-6%,x,-5%,-7%,-17%,-5%,-21%,-21%,-10%
Anesthetic bind,x,-23%,-3%,-23%,-16%,-9%,-19%,x,u,-5%
G9a inh,4%[0.501 µM],-15%[59 µM],-39%,32%,38%,8%[59 µM],u,-22%,18%[59 µM],x
